Avidin bead fluor: compound fluoresces at 488/530 nm on avidin beads; compound fluorescence 488/530 nm, flow cytometry; hits give high values; fluorescence (KMESF) at 10 µM; 0.38% of 220,000 active; AID 1775; in the data active = fluorescence above about 47; also: inactives centre near 10
GSH bead fluor: compound fluoresces at 488/530 nm on GSH beads; fluorescence (KMESF) at 10 µM; GSH beads flow cytometry, compound fluorescence 488/530 nm; hits give high values; 0.25% of 190,000 active; in the data active = fluorescence above about 89;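 also: glutathione beads carrying GST-tagged Bcl family fusion proteins plus one bare bead set; values are compound well signal with DMSO vehicle wells as background; inactives centre near 16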
RGS8-Gao reg: human RGS8-Galphao interaction regulation | multiplexed bead flow cytometry, RGS8-Galphao binding; actives lie on both sides | response (percent of control binding), % at 10 µM | 0.34% of 220,000 active | AID 1423; in the data active = response below about 60% or above about 140%; inactive = in between;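 also: Galphao activated as the GDP aluminium fluoride complex binding bead-coupled RGS8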
Mcl1-Noxa inh: disrupts binding of human Mcl-1 to Noxa peptide; TR-FRET Mcl-1/Noxa peptide binding, 2 h; inhibition, % at 21.7 µM; 1.5% of 220,000 active; AID 1022;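 active = compounds that cut the protein-peptide binding signal by more than 50% relative to plate controls in a single-dose test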;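 also: His-tagged Mcl-1 with rhodamine Noxa BH3 peptide and terbium anti-His antibody; 0% = Mcl-1 plus Noxa peptide wells and 100% = peptide-only wells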
Target sequence (Q07820 whole entry, looked up): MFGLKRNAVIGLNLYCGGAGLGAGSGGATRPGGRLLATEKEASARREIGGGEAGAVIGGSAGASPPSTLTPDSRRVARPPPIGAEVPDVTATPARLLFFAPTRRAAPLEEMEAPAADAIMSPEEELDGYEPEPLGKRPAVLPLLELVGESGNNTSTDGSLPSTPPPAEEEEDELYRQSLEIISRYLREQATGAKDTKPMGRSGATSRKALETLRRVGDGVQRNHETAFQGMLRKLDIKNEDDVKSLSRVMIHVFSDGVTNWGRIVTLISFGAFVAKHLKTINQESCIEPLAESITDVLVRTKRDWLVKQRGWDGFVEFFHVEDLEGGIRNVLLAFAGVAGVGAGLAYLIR
Mcl1 Bid PPI: disrupts binding of human Mcl-1 to Bid peptide; TR-FRET Mcl-1/Bid-Dy647 peptide binding, 1536-well; inhibition, % at 21.7 µM; 0.97% of 220,000 active; Q07820;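 active = compounds that cut the binding signal by more than half at the single screening dose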;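 also: His-tagged Mcl-1 with europium anti-His antibody binding Bid BH3 peptide; 0% = Mcl-1 plus peptide wells and 100% = peptide-only wells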
ABCG2 block: human ABCG2 inhibition, ABCB1 as counter-screen | 0.1% of 190,000 active | inhibition, % at 6.6 µM | IgMXP3 cells, JC-1 efflux, flow cytometry | AID 1325 | Q9UNQ0;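 active = inhibition above 80%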;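 also: 0% = DMSO and 100% = nicardipine control wells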
Target sequence (Q9UNQ0 whole entry, looked up): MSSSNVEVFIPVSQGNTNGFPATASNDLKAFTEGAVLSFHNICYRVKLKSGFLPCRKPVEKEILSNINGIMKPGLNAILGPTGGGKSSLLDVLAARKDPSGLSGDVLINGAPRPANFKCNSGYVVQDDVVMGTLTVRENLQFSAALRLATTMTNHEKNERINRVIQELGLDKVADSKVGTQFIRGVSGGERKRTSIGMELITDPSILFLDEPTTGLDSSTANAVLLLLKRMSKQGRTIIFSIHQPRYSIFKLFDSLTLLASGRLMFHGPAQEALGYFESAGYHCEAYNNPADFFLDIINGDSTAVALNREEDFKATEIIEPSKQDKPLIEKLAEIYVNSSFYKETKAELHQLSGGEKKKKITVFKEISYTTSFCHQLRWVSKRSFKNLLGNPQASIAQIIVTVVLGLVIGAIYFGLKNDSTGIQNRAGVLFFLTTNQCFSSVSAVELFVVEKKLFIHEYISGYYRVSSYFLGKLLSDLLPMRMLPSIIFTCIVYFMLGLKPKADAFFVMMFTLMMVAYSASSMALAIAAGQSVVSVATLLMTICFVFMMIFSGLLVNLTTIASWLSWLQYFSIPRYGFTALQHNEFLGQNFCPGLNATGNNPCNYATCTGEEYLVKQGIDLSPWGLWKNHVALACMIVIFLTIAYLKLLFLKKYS
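Test system: IgMXP3 (ABCG2) plus far-red-tagged CCRF-Adr (ABCB1) cells. Reagent: JC-1 dye as substrate. Timing: 10 min exposure at 25 °C with rotation, no wash. Measured by: flow cytometric JC-1 green MFI at 530 nm. Read-out: percent efflux inhibition, scaled nicardipine 100% to DMSO 0%. Control set: nicardipine and DMSO wells.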
Mcl-1 Bim block: inhibitors of Bim-Mcl-1 interaction, human; Q07820; Bead-based flow cytometry, Bim peptide-Mcl-1 binding; inhibition, % at 10 µM; 0.1% of 190,000 active; AID 1009; in the data active = inhibition above about 40%;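 also: 0% = no compound tracer wells and 100% = peptide blocker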
ABCB1 block: inhibitors of human ABCB1 transporter, ABCG2 counter-screen | P08183 | CCRF-Adr cells, JC-1 efflux, flow cytometry | inhibition, % at 6.6 µM | 0.067% of 190,000 active; in the data active = inhibition above about 40%;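 also: 0% = vehicle and 100% = reference inhibitor; higher value means more JC-1 retained so stronger ABCB1 efflux block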
RGS4-Gao reg: human RGS4-Galphao interaction regulation; Multiplexed bead flow cytometry, RGS4-Galphao binding; actives lie on both sides; binding response (% of control), % at 10 µM; 0.33% of 220,000 active; AID 1415; in the data active = binding response below about 49% or above about 150%; inactive = in between;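 also: fluorescent Galphao activated with aluminum fluoride binding bead-coupled RGS4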
RGS7-Gao: human RGS7-Galphao interaction regulation; Multiplexed bead flow cytometry, RGS7-Galphao binding; actives lie on both sides; P09471; AID 1439; binding response (% of control), % at 10 µM; 0.35% of 220,000 active; in the data active = binding response below about 49% or above about 150%; inconclusive = no clear call, values can overlap the other calls; inactive = in between;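 also: fluorescent Galphao held in activated GDP-AlF4 state binding bead-coupled RGS7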
Pf gamet viab: P. falciparum stage V gametocyte viability inhibition; P. falciparum stage V gametocytes, ATP luminescence, 24 h; inhibition, % at 10.9 µM; 0.065% of 150,000 active;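 active = inhibition above the mean plus 3 SD of compounds within the control limits, set per campaign, cut at about 38% in these data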;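 also: 0% = DMSO wells and 100% = medium only without gametocytes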
* = called active by the depositor; ? = inconclusive; / = not tested or not shown.

Each structure is followed by: Avidin bead fluor	GSH bead fluor	RGS8-Gao reg	Mcl1-Noxa inh	Mcl1 Bid PPI	ABCG2 block	Mcl-1 Bim block	ABCB1 block	RGS4-Gao reg	RGS7-Gao	Pf gamet viab
Oc1ccc(CN2CCCCC2)c2cccnc12
  3	21	87	-44	-63	-2	0	-0.4	84	83	/
O=C(/C=C/c1ccc(O)c(O)c1)c1ccccc1O
  9	/	99	14	4	/	/	/	100	?	-24
CCNc1nc(NCC)nc(N/N=C/c2ccc(Br)cc2)n1
  12	9	102	-1	-10	1	1	-0.1	101	?	-10
N#CC1=C(N)Oc2n[nH]c(-c3ccc(F)cc3)c2C1c1cccc(OC(=O)N2CCOCC2)c1 (stereo unspecified)
  4	35	103	5	-8	-3	0	-1.7	100	98	/
CCN(CC)C(=O)C(C)N(C#N)c1nc(SC)nc(N(C)C)n1 (stereo unspecified)
  14	45	100	3	-15	2	1	-0.2	103	96	/
CCC(=O)N(Cc1cc2cc(OC)ccc2[nH]c1=O)c1ccc(C)cc1C
  34	47	99	9	18	1	-1	1.2	101	100	/
Cc1ccc(F)c(NC(=O)/C(C#N)=C(\O)c2ccc(C(C)(C)C)cc2)c1
  10	17	97	2	-8	0	-3	-0.7	98	?	2
COc1ccccc1NC(=O)N1CCc2[nH]c3ccc(Cl)cc3c2C1
  9	10	101	4	6	14	1	0.6	102	104	1
Cc1nnc(SCc2cccc([N+](=O)[O-])c2)o1
  12	10	102	18	-31	3	0	0.6	104	106	-17
O=C(COC(=O)c1ccc2c(c1)OCO2)Nc1ncc(Cl)cc1Cl
  3	6	105	10	-20	1	-3	0.0	102	98	3
CC(=O)C1C(c2ccc(Cl)cc2)c2c(noc2C)CC1(C)O (stereo unspecified)
  6	/	100	8	-29	/	/	/	101	?	-13
CCC(C)OC(=O)C[N+](C)(C)CCOC1CC2CCC1(C)C2(C)C (stereo unspecified)
  10	18	103	2	-14	1	2	0.3	104	103	-51
COC(=O)CCN1CCc2cc(N=Nc3ccc([N+](=O)[O-])cc3)ccc21
  6	/	96	14	-30	/	/	/	93	?	-19
O=c1[nH][nH]cc1C=Nc1ccccc1O
  13	3	84	-62	-119	0	0	0.2	78	80	/
O=C(Nc1cccc(C(F)(F)F)c1)OCCN1CCN(Cc2ccccc2)CCC1=O
  11	20	99	-1	3	4	0	1.4	104	98	/
COc1ccc(S(=O)(=O)NCC(c2cccnc2)N2CCN(c3ccc(F)cc3)CC2)cc1C (stereo unspecified)
  29	25	102	19	-15	29	-6	5.5	100	100	/
Cc1ccc2occ(/C=N/O)c(=O)c2c1
  35	14	99	-2	-15	0	-3	0.1	100	101	-3
Cc1ccccc1N1C(=O)CC2(CCCC2)CC1=O
  12	10	100	-14	2	3	2	0.5	99	101	-4
Cc1ccc(C2=Nc3ccccc3NC(C)(c3ccc(C)o3)C2)o1 (stereo unspecified)
  13	30	92	0	-72	4	2	0.7	93	92	/
Cc1cc2nc3n(c2cc1C)CC1CC(C(=O)NCc2cccc(C(F)(F)F)c2)N(C)C31 (stereo unspecified)
  8	/	92	5	-28	/	/	/	88	?	/
COC(=O)c1ccc(-c2ccc(C(c3c(C)[nH][nH]c3=O)c3c(C)[nH][nH]c3=O)o2)cc1
  8	14	96	68*	-74	-2	6	-0.6	94	78	7
COC(=O)CS(=O)(=O)c1cccc2cccnc12
  6	10	97	17	-11	1	1	0.3	95	93	/
COCCn1cnnc1SCC(=O)c1ccc(S(=O)(=O)N2CCCC2)cc1
  19	15	97	10	-22	-1	-2	0.0	100	98	/
Cc1onc(-c2c(Cl)cccc2Cl)c1NC(=O)NN(C)c1ccc([N+](=O)[O-])cn1
  8	/	102	7	0	/	/	/	100	?	6
Cc1cc(C)n(-c2ccc(C(=O)N3CC(C)OC(C)C3)cc2)n1 (stereo unspecified)
  6	16	79	9	0	1	0	-0.1	90	99	12
CCOc1ncccc1C(=O)OCC(=O)NC1CC1
  9	16	99	5	-20	1	1	-0.1	99	102	6
COc1cc(C(=O)NNC(=O)c2cc(C)[nH]n2)cc(OC)c1OC
  9	19	102	9	-5	1	1	0.0	103	?	/
Cc1ccc(S(=O)(=O)N(Cc2nccn2C)C(C)C)cc1
  11	29	101	7	19	4	-6	0.6	100	103	-21
CCOC(=O)c1c(C)[nH]c(C(=O)COC(=O)CN2C(=O)C3CCCCC3C2=O)c1C (stereo unspecified)
  10	24	105	-2	-55	30	-3	2.2	101	102	-17
O=C(O)c1cccc(S(=O)(=O)Nc2ccc(O)c(Sc3nc4ccccc4s3)c2)c1
  12	13	98	42	-54	0	-1	0.2	98	108	-2
COCCSc1ccccc1C(=O)N1CCOCC1
  23	27	95	-68	-5	9	-3	3.1	101	100	/
COC(=O)c1ccc(S(N)(=O)=O)o1
  15	12	100	17	-2	15	3	1.6	102	99	-10
CCc1ccc(NC(=S)NC2CC3CCCC(C2)N3Cc2cccs2)cc1 (stereo unspecified)
  13	23	95	3	-71	1	0	0.5	88	91	/
Cc1c(NC(=O)c2cc(-c3cccs3)nc3ccccc23)c(=O)n(-c2ccccc2)n1C
  5	10	102	16	-2	-1	-3	0.6	99	98	11
Cc1ccc(OCC(O)Cn2c(NCCc3ccccc3)nc3c2c(=O)[nH]c(=O)n3C)cc1 (stereo unspecified)
  9	29	93	8	-8	22	-4	1.1	101	100	-23
Cc1ccc(C)c(N2CCN(C(=O)Cc3c(C(=O)O)[nH]c4ccc(Cl)cc34)CC2)c1
  4	/	106	16	-33	/	/	/	104	?	0
CC(=O)c1sc2nc(CSc3nnnn3-c3ccccc3)[nH]c(=O)c2c1C
  21	10	100	96*	3	-3	-1	-1.5	99	104	/
COc1ccc(CC(=O)N2CC3(C)CC2CC(C)(C)C3)cc1OC (stereo unspecified)
  5	19	93	-23	-12	0	-4	-0.5	100	98	/
CCc1nc2ccccc2n1CC(=O)N1CCN(Cc2ccccc2)CC1
  8	16	100	8	-15	0	-1	0.4	94	94	-1
CNC(=S)N1CCN(c2ccc([N+](=O)[O-])cc2)CC1
  14	21	98	3	-74	2	5	0.4	100	97	-23
Cc1cc(/C=N\NC(=O)c2cccs2)c(C)n1-c1ccc2ncccc2c1
  13	7	94	8	-78	6	-3	1.5	93	92	/
COc1ccc(OC)c(/C=N/Nc2nncn2/N=C/c2cc(OC)ccc2OC)c1
  3	10	91	33	19	5	-4	0.4	103	100	26
CCn1cc(/C=N\NC(=O)c2ccccc2Cl)cn1
  1	17	100	-4	-15	0	-28	0.0	100	102	/
CC(C)OC(=O)CN1C(=O)c2ccccc2C1=O
  8	11	101	-4	6	2	0	0.4	100	102	/
CN(C(=O)c1ccc(NC(=O)C2CC=CCC2C(=O)O)cc1)c1ccccc1 (stereo unspecified)
  38	13	98	-5	7	1	0	0.2	99	95	-8
COc1cc(/C=C2\N=C(c3ccccc3)NNC2=O)cc(OC)c1OC
  7	/	98	-3	-21	/	/	/	100	?	18
COc1ccccc1N1CCN(CC(O)COCc2cccs2)CC1 (stereo unspecified)
  9	68	100	-6	-10	0	0	0.2	98	98	-4
CCOc1ccc(NC(=O)CN2C(=O)/C(=C3\SC(=S)N(C4CCS(=O)(=O)C4)C3=O)c3ccccc32)cc1 (stereo unspecified)
  6	/	103	68*	81*	/	/	/	95	?	2
CC(=O)c1c(C)[nH]c(C(=O)NCc2ccc(F)cc2)c1C
  29	21	104	-1	-7	5	0	0.7	104	101	-27
CC(=O)c1cnc2nc(C)nn2c1C
  25	21	102	0	-6	0	-2	0.1	106	106	-15
COc1cccc(-c2cn3nc4c(nc3n2)CCCC4)c1
  8	23	106	41	-24	34	-1	1.7	100	102	/
CNc1cc(N2CCCC2)ccc1[N+](=O)[O-]
  7	19	98	9	-25	1	-5	0.3	92	90	-2
N#Cc1c2n(c3c(-c4ccccc4)ncnc13)CCC2
  41	13	96	5	-19	2	-3	0.2	93	97	-18

Shown with bars between the fields: entries from further up.
molecule | Avidin bead fluor | GSH bead fluor | RGS8-Gao reg | Mcl1-Noxa inh | Mcl1 Bid PPI | ABCG2 block | Mcl-1 Bim block | ABCB1 block | RGS4-Gao reg | RGS7-Gao | Pf gamet viab
COCCSc1ccccc1C(=O)N1CCOCC1 | 23 | 27 | 95 | -68 | -5 | 9 | -3 | 3.1 | 101 | 100 | /
COC(=O)c1ccc(S(N)(=O)=O)o1 | 15 | 12 | 100 | 17 | -2 | 15 | 3 | 1.6 | 102 | 99 | -10
CCc1ccc(NC(=S)NC2CC3CCCC(C2)N3Cc2cccs2)cc1 (stereo unspecified) | 13 | 23 | 95 | 3 | -71 | 1 | 0 | 0.5 | 88 | 91 | /
Cc1c(NC(=O)c2cc(-c3cccs3)nc3ccccc23)c(=O)n(-c2ccccc2)n1C | 5 | 10 | 102 | 16 | -2 | -1 | -3 | 0.6 | 99 | 98 | 11
Cc1ccc(OCC(O)Cn2c(NCCc3ccccc3)nc3c2c(=O)[nH]c(=O)n3C)cc1 (stereo unspecified) | 9 | 29 | 93 | 8 | -8 | 22 | -4 | 1.1 | 101 | 100 | -23
Cc1ccc(C)c(N2CCN(C(=O)Cc3c(C(=O)O)[nH]c4ccc(Cl)cc34)CC2)c1 | 4 | / | 106 | 16 | -33 | / | / | / | 104 | ? | 0
CC(=O)c1sc2nc(CSc3nnnn3-c3ccccc3)[nH]c(=O)c2c1C | 21 | 10 | 100 | 96* | 3 | -3 | -1 | -1.5 | 99 | 104 | /
COc1ccc(CC(=O)N2CC3(C)CC2CC(C)(C)C3)cc1OC (stereo unspecified) | 5 | 19 | 93 | -23 | -12 | 0 | -4 | -0.5 | 100 | 98 | /
CCc1nc2ccccc2n1CC(=O)N1CCN(Cc2ccccc2)CC1 | 8 | 16 | 100 | 8 | -15 | 0 | -1 | 0.4 | 94 | 94 | -1
CNC(=S)N1CCN(c2ccc([N+](=O)[O-])cc2)CC1 | 14 | 21 | 98 | 3 | -74 | 2 | 5 | 0.4 | 100 | 97 | -23
Cc1cc(/C=N\NC(=O)c2cccs2)c(C)n1-c1ccc2ncccc2c1 | 13 | 7 | 94 | 8 | -78 | 6 | -3 | 1.5 | 93 | 92 | /
COc1ccc(OC)c(/C=N/Nc2nncn2/N=C/c2cc(OC)ccc2OC)c1 | 3 | 10 | 91 | 33 | 19 | 5 | -4 | 0.4 | 103 | 100 | 26

Source: PubChem BioAssay (several laboratories)
